Source: PubChem BioAssay
NCI-60 one-dose screen, 48 h, at 10 µM unless noted. Numbers give growth in % (100 = growth as untreated, 0 = no growth, -100 = all killed).
MCF7 – MCF7 breast cancer; 82,000 compounds, 6.3% hits; active means growth percent below 10
* marks the source's active call; other numbers are inactive results; & = joins results of further samples; ! = not confirmed by another sample; [ ] = dose if it differs, or a comment.

SMILES	MCF7
CC(=O)C1=C(C)N2C(=NC3=C(CCc4ccccc43)C2c2cccc(Br)c2)S1 (centres undefined)	34&36[100 µM]
CC(=O)c1c2n(n(-c3ccccc3)c1=O)C(=O)c1nccnc1-2	88&95[100 µM]
N#Cc1cnn2c1n[n+]([O-])c1ccc(Cl)cc12	-99*[100 µM]
CC1(C)Oc2ccc3c(=O)cc(-c4cccs4)oc3c2C1C(=O)O (centres undefined)	62&63[100 µM]
COC(=O)c1ccc(Nc2nc3nc[nH]c3c(=O)[nH]2)cc1	99&91[100 µM]
CCCC1C(C#N)(C#N)C(C#N)=C(N)C1(C)C(C)=O (centres undefined)	43&65[100 µM]
Cc1nc(C(N)=S)sc1C(=O)CC(=O)C(=O)Nc1cccc(Cl)c1C	63&78[100 µM]
O=C1CC(Cc2n[nH]c3c2CCCC3)CC(=O)N1	78&83[100 µM]
OCCCN=C1N=C(Cl)/C(=C\c2ccccc2)N1	77&75[100 µM]
O=C(O)c1cc(O)c2c(c1)C(C1c3cc(C(=O)O)cc(O)c3C(=O)c3c(OC4OC(CO)C(O)C(O)C4O)cccc31)c1cccc(OC3OC(CO)C(O)C(O)C3O)c1C2=O (centres undefined)	89&94&67&94[100 µM]
COC(=O)[C@]1(C)CCC[C@@]2(C)[C@@H]3C[C@@H]4[C@H]5C[C@@]3(CC[C@@H]21)C[C@@]45C	-80*[100 µM]
CC(C)CCCC(C)[C@H]1CC[C@H]2[C@@H]3CC[C@H]4C[C@@H](CCC=C(c5cc(Cl)c(O)c(C(=O)OC(C)(C)C)c5)c5cc(Cl)c(O)c(C(=O)OC(C)(C)C)c5)CC[C@]4(C)[C@H]3CC[C@]12C (some centres undefined)	97[50 µM]
CCOC(=O)/C(C(C)=O)=C(\OC(C)=O)c1ccncc1C(=O)O	99&112[100 µM]
Cc1nc(C(N)=S)sc1C(=O)CC(=O)C(=O)Nc1ccc(Br)cc1	63&75[100 µM]
N#Cc1nc(C(O)c2ccccc2)oc1N (centres undefined)	63&88[100 µM]
NNC(=O)c1n[nH]n(N)c1=S	82&88[100 µM]
O=C1C2=Cc3ccccc3OC2(O)Oc2cc3ccccc3cc21 (centres undefined)	19&45[100 µM]
COc1ccc(/C=C2\N=C(NN)N=C2Cl)cc1	77&76[100 µM]
Cc1ccc2nc(NC(=O)/C(Cc3nc4ccc(Cl)cc4[nH]c3=O)=N\NC(C)(C)C)sc2c1	53&101[100 µM]
CC(C)C1OC2(C)OC(=N)C1(C#N)C(C#N)(C#N)C2C (centres undefined)	97[100 µM]

4 compounds from above, sorted by molar mass, lowest first.
SMILES	MCF7
NNC(=O)c1n[nH]n(N)c1=S	82&88[100 µM]
CC(C)C1OC2(C)OC(=N)C1(C#N)C(C#N)(C#N)C2C (centres undefined)	97[100 µM]
CCOC(=O)/C(C(C)=O)=C(\OC(C)=O)c1ccncc1C(=O)O	99&112[100 µM]
Cc1nc(C(N)=S)sc1C(=O)CC(=O)C(=O)Nc1ccc(Br)cc1	63&75[100 µM]

Later entries.
SMILES	MCF7
S=C1N=C(Cl)/C(=C\c2ccco2)N1	33&67[100 µM]
C=c1c2ccccc2oc2nc3[nH]c(N)c(C#N)c(N)c3c(=N)c12	0.6*![100 µM]
Cc1nc(-c2cccnc2)sc1C(=O)CC(=O)C(=O)Nc1cccc(NC(=O)C(=O)CC(=O)c2sc(-c3cccnc3)nc2C)n1	72&95[100 µM]
CSc1ncnc2c1ncn2C1CC(Oc2ccc(C)cc2)C(COc2ccc(C)cc2)O1 (centres undefined)	23&49[100 µM]
N#CC(C#N)N=Cc1ccncc1	79&79[100 µM]
CCCCCCCCCCCCCCCC(=O)ON1C(=S)NC(C)(c2ccccc2)C1=S (centres undefined)	80&88[100 µM]
COc1ccc2c(C)cc(N/N=C/c3sccc3C)nc2c1	-100*[100 µM]
COc1cc2c(cc1C[N+](C)(C)CSc1ccccc1)-c1ccccc1CC2	-73*[100 µM]
CC1(C)OCC2OC3(c4nc(C#N)c(N)o4)OC(C)(C)OC3C2O1 (centres undefined)	66&90[100 µM]
CC(C)CCCC(C)[C@H]1CC[C@H]2[C@@H]3CC[C@H]4C[C@@H](CCC=C(c5cc(Cl)c(O)c(C(=O)O)c5)c5cc(Cl)c(O)c(C(=O)O)c5)CC[C@]4(C)[C@H]3CC[C@]12C (some centres undefined) (tested in a mixture with another compound)	97[50 µM]
O=C1NC(N/N=C\c2ccccc2)=N/C1=C/c1ccc(Cl)cc1	-66*![100 µM]
ClC(Cl)(Cl)C1CCOC1n1nc2ccccc2n1 (centres undefined)	91&70[100 µM]
CCCCCCCCOC(=O)C12Oc3ccc(-c4ccc5c(c4O)C(O)=C4C(=O)CC(C)C(O)C4(C(=O)OCCCCCCCC)O5)c(O)c3C(O)=C1C(=O)CC(C)C2O (centres undefined)	-100*[100 µM]
CC(C)(O)CCC(O)C(C)(O)C1CCC2(O)C3=CC(=O)C4(O)CC(O)C(O)CC4(C)C3CCC12C (centres undefined) (tested in a mixture with another compound)	77&90[100 µM]
O=C1NC(N/N=C\c2ccccc2)=N/C1=C/c1ccccc1	-100*[100 µM]
O=C1/C(=C/c2ccco2)N=C2Sc3c(nc[nH]c3=O)N12	49&57[100 µM]
C=C1C(O)C2OC(=O)C(=C)C2C(OC(=O)/C(C)=C/C)CC2(C)OC2C2OC12 (centres undefined)	92&120[100 µM]
CC(=O)N(CN1C(=O)CCC1C(=O)O)c1ccc(C)cc1 (centres undefined)	65&90[100 µM]
C/C=C1\NC(=O)[C@H]2CSSCCC=C[C@H](CC(=O)N[C@H](C(C)C)C(=O)N2)OC(=O)[C@H](C(C)C)NC1=O	-95*[0.1 µM]
COc1c(OC)c(OC)c2c(c1OC)c(=O)c1ccccc1n2C	-50*![100 µM]
COc1ccc2c(c1)N(C(C)=O)CN1C(=O)CCC21 (centres undefined)	85&86[100 µM]
Cc1ccc2c(sc(-c3ccc4c(c3)sc(-c3ccc5c(c3)sc(-c3ccc(N(C)C)cc3)[n+]5C)[n+]4C)[n+]2C)c1S(=O)(=O)O (tested in a mixture with another compound)	-81*![100 µM]
COc1c(/C=C/C=O)cc2c(c1OC)OCO2	-83*[100 µM]
C=C(C)[C@@H]1CCc2c(O)c(O)c(=O)cc(C)c2C1	-68*[100 µM]
COc1ccc(N=C(C)C(C)=Nc2ccc(OC)cc2)cc1	11&39[100 µM]
O=C(Nc1cccc(NC(=O)C(=O)C2CCC3=C(Sc4ccccc4N3)C2=O)n1)C(=O)C1CCC2=C(Sc3ccccc3N2)C1=O (centres undefined)	4.4*![100 µM]
COc1cc2oc3c(c(=O)c2c(O)c1/C=C/C(C)C)CCC(C)(C)Oc1cc(O)ccc1-3	-100*[100 µM]
O=c1c(O)c(-c2ccccc2)oc2c(CP(=O)(O)O)cccc12	81&90[100 µM]
Cc1ccc(Nc2nc(=O)[nH]c(=O)[nH]2)cc1N	92&93[100 µM]
CC1(C)CCC[C@]2(C)[C@@H](C=O)C(C=O)=CC[C@@H]12	-1.7*[100 µM]
O=C(/C=C/C=C/c1ccccc1)CCc1ccccc1	69&58[100 µM]
CCOC(=O)c1nnsc1NC(=O)NN	82&88[100 µM]
N#Cc1nc(NC(=O)c2ccccc2C(=O)O)c(C#N)[nH]1	65&86[100 µM]
C=CC1=C(C)C2=NC1=CC1=NC(=C(CC)/C1=C\O)C=C1N=C3C(=C1C)C(=O)[C@H](C(=O)OC)C3=C1NC(=C2)[C@@H](C)[C@@H]1CCC(=O)O	5.9*![100 µM]
CC(=O)OCC1=C(C)C[C@H]([C@@H](COC(C)=O)C2CCC3C4C[C@H]5O[C@]56CC=CC(=O)[C@]6(C)C4CC[C@@]32C)OC1=O (some centres undefined)	-84*[50 µM]
N#Cc1c(N)oc(-c2cccc([N+](=O)[O-])c2)c1C#N	-50*![100 µM]
C=C1C(=O)OC2C1CC(O)/C(C)=C\CCC1(C)OC21 (centres undefined)	-83*![100 µM]

In the list so far, 17 contain sulfur:
SMILES	MCF7
CC(=O)C1=C(C)N2C(=NC3=C(CCc4ccccc43)C2c2cccc(Br)c2)S1 (centres undefined)	34&36[100 µM]
CC1(C)Oc2ccc3c(=O)cc(-c4cccs4)oc3c2C1C(=O)O (centres undefined)	62&63[100 µM]
Cc1nc(C(N)=S)sc1C(=O)CC(=O)C(=O)Nc1cccc(Cl)c1C	63&78[100 µM]
Cc1nc(C(N)=S)sc1C(=O)CC(=O)C(=O)Nc1ccc(Br)cc1	63&75[100 µM]
NNC(=O)c1n[nH]n(N)c1=S	82&88[100 µM]
Cc1ccc2nc(NC(=O)/C(Cc3nc4ccc(Cl)cc4[nH]c3=O)=N\NC(C)(C)C)sc2c1	53&101[100 µM]
S=C1N=C(Cl)/C(=C\c2ccco2)N1	33&67[100 µM]
Cc1nc(-c2cccnc2)sc1C(=O)CC(=O)C(=O)Nc1cccc(NC(=O)C(=O)CC(=O)c2sc(-c3cccnc3)nc2C)n1	72&95[100 µM]
CSc1ncnc2c1ncn2C1CC(Oc2ccc(C)cc2)C(COc2ccc(C)cc2)O1 (centres undefined)	23&49[100 µM]
CCCCCCCCCCCCCCCC(=O)ON1C(=S)NC(C)(c2ccccc2)C1=S (centres undefined)	80&88[100 µM]
COc1ccc2c(C)cc(N/N=C/c3sccc3C)nc2c1	-100*[100 µM]
COc1cc2c(cc1C[N+](C)(C)CSc1ccccc1)-c1ccccc1CC2	-73*[100 µM]
O=C1/C(=C/c2ccco2)N=C2Sc3c(nc[nH]c3=O)N12	49&57[100 µM]
C/C=C1\NC(=O)[C@H]2CSSCCC=C[C@H](CC(=O)N[C@H](C(C)C)C(=O)N2)OC(=O)[C@H](C(C)C)NC1=O	-95*[0.1 µM]
Cc1ccc2c(sc(-c3ccc4c(c3)sc(-c3ccc5c(c3)sc(-c3ccc(N(C)C)cc3)[n+]5C)[n+]4C)[n+]2C)c1S(=O)(=O)O (tested in a mixture with another compound)	-81*![100 µM]
O=C(Nc1cccc(NC(=O)C(=O)C2CCC3=C(Sc4ccccc4N3)C2=O)n1)C(=O)C1CCC2=C(Sc3ccccc3N2)C1=O (centres undefined)	4.4*![100 µM]
CCOC(=O)c1nnsc1NC(=O)NN	82&88[100 µM]

Some of the compounds tested, so the mix of outcomes need not match the whole.
